# Screening results deposited in PubChem by The Scripps Research Institute Molecular Screening Center.
# CHO-K1 Ca ag = counter-screen for M1 agonists: effect in parental CHO-K1 cells. Fluo-8 calcium fluorescence; scaled to maximal ATP response, vehicle zero. activation, % at 3 µM. 360,000 tested, 0.48% active; in the data active = activation above about 15%;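 note: untransfected CHO-K1 host cells lacking M1 receptor as counterscreen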
# M1 ag = human M1 muscarinic receptor agonism; 360,000 tested, 0.33% active; activation, % at 3 µM; CHO-K1 hM1, Fluo-8 calcium fluorescence, agonist mode; 0% DMSO, 100% acetylcholine EC100; P11229;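 active = activation above the run's mean compound activation plus 3 SD, cut at about 16% in these data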;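 note: peak over basal fluorescence ratio within a 140 s kinetic read after compound addition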
# Target sequence (P11229 whole entry, looked up): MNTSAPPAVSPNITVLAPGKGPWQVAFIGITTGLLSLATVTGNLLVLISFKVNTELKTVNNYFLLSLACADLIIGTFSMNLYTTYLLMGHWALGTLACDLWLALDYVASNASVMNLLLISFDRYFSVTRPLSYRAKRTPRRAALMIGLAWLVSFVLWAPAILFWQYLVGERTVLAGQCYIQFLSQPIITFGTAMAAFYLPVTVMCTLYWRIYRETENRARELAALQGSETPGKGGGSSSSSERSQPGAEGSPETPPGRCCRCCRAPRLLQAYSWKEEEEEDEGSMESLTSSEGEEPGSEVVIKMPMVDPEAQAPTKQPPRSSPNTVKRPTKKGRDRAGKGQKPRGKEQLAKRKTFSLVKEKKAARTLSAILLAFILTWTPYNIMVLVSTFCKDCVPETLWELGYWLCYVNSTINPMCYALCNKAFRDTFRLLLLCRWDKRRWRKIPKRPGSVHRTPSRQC
# M1 PAM = human CHRM1 positive allosteric modulation | P11229 | CHO-K1 hM1, Fluo-8 calcium fluorescence, ACh EC20; 0% = ACh EC20, 100% = maximal ACh | activation, % at 3 µM | 360,000 tested, 0.088% active | AID 588819; in the data active = activation above about 19%, passing the limit was not always enough
# CHO parental Ca = signal in parental CHO cells, OX1R antagonist counter-screen. inhibition, % at 5.6 µM. parental CHO-K1, ATP-induced calcium, Fluo-8 fluorescence. 330,000 tested, 0.63% active;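 active = inhibition above that plate's mean sample inhibition plus 3 SD, cut at about 26% in these data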;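 note: 0% = ATP-challenged DMSO wells and 100% = DMSO wells without ATP; some compounds past the cut are filed as inactive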
#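 Measured by: calcium-sensitive Fluo-8 fluorescence / Test system: CHO parental line / Controls: ATP-challenged DMSO wells low, unchallenged DMSO wells high / Measure: % inhibition / Compound: single nominal dose of 5.6 µM per compound / Replicates: single well per compound, no replicates / Reagent: ATP as calcium-mobilizing challenge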
# CHRM4 agonist = agonists of human muscarinic M4 receptor (CHRM4); activation, % at 3 µM; AID 624127; 360,000 tested, 0.14% active; CHO-K1 hM4/Gqi5, Fluo-8 calcium fluorescence; vehicle 0%, full acetylcholine response 100%; P08173;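 active = activation above the run mean over all test wells plus 3 SD, cut at about 32% in these data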;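 note: peak over basal fluorescence ratio per well then scaled between controls; 0% = DMSO wells and 100% = acetylcholine at EC100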
# Target sequence (P08173 whole entry, looked up): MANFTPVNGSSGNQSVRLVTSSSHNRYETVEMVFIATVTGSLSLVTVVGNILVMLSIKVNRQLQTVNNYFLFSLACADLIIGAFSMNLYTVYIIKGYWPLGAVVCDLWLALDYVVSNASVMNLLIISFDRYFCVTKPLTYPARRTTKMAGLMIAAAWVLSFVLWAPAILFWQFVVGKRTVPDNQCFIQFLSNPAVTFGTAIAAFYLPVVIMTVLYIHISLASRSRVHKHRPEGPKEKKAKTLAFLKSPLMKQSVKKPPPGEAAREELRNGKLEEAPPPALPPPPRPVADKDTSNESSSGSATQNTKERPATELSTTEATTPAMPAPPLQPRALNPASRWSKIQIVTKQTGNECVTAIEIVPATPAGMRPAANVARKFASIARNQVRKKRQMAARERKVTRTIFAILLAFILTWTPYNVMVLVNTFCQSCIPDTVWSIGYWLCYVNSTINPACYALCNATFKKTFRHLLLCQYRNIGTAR
# M1 antag = blocks human M1 muscarinic receptor; inhibition, % at 3 µM; CHO-K1 hM1, Fluo-8 calcium fluorescence, ACh EC80 antagonist; 360,000 tested, 1.3% active;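 active = percent inhibition above its own plate's cutoff, namely the mean of that plate's compound wells plus 3 SD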;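 note: peak over basal fluorescence ratio during 140 s after agonist addition; 0% = ACh EC80 plus DMSO and 100% = DMSO alone without agonist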
# M4 antag = CHRM4 antagonism in calcium assay. inhibition, % at 3 µM. 360,000 tested, 0.73% active. CHO-hM4 cells, ACh EC80, Fluo-8 calcium fluorescence. P08173;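 active = inhibition above its plate's cutoff, the mean inhibition of sample wells plus 3 SD, cut at about 27% in these data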;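 note: 0% = acetylcholine EC80 with DMSO and 100% = DMSO without agonist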
# OXTR potentiate = human OXTR potentiation; activation, % at 3 µM; P30559; CHO-OTR cells, Fluo-8 calcium fluorescence, potentiator mode; 0% = oxytocin EC15, 100% = EC100; 320,000 tested, 0.061% active; AID 2445;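 active = activation above that plate's cutoff, the mean activation of tested compounds plus 3 SD, cut at about 6.6% in these data, passing the limit was not always enough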;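 note: 100% uses oxytocin at 75 nM as the full agonist control; some results filed as inactive read as strong as hits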
#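 Material: CHO-OTR cells, human receptor; compound dosing: single dose, 3.0 µM nominal final compound concentration; schedule: 6 min compound pre-incubation at room temperature, 100 s kinetic read; measured by: kinetic Fluo-8 calcium fluorescence; read-out basis: % activation vs EC15 and EC100 oxytocin; controls: EC15 oxytocin alone as 0%, 75 nM oxytocin as 100%; replicates: singlicate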
# CHO-K1 Ca antag = M1 antagonist counterscreen hit in parental CHO-K1 cells. ATP-induced calcium, Fluo-8 fluorescence. inhibition, % at 3 µM. 360,000 tested, 0.6% active;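 active = inhibition above a per-plate cutoff, the plate's mean sample inhibition plus 3 SD, cut at about 24% in these data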;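 note: 0% = DMSO plus EC80 ATP and 100% = DMSO alone without ATP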
# * = called active by the depositor; x = no result given.
# Value order – CHO-K1 Ca ag	M1 ag	M1 PAM	CHO parental Ca	CHRM4 agonist	M1 antag	M4 antag	OXTR potentiate	CHO-K1 Ca antag
CCOCCCNC(=O)C(NC(=O)CNC(C)=O)c1ccc(C)cc1 (stereo not given)
→ 0.2	0	16	16	0	-22	7	-18	-7
Nc1c(C(=O)N2CCOCC2)sc2nc(N3CCOCC3)c3c(c12)CCCC3
→ 0.5	0	6	-4	3	-14	-5	3	-17
CCOC(=O)Cn1c(=N)n(CCOc2ccc(OC)cc2)c2ccccc21
→ 0.1	-2	2	-18	2	-2	7	-21	10
CCCc1cc(=O)[nH]c(SCC(=O)Nc2ccc(C(=O)Nc3ccccc3OC)cc2)n1
→ 0.1	-7	4	-8	5	-18	-28	-2	-12
Cc1cc2[nH]c3ccccc3c2cn1
→ 0.6	-5	-2	-7	1	10	4	-4	-2
CN1CCN(S(=O)(=O)c2cccc(C(=O)Oc3ccc(C(C)(C)C)cc3)c2)CC1
→ 1.2	-1	-1	-28	1	5	-7	-14	-9
CCC(C)C(=O)Nc1nccs1 (stereo not given)
→ -0.3	-3	-5	4	2	2	-1	-10	-10
O=S(=O)(NCC1CCCO1)c1cccc(C(F)(F)F)c1 (stereo not given)
→ -0.1	-3	8	-6	0	-11	-6	-3	-16
CC(OC(=O)c1nn(C(C)C)c(=O)c2ccccc12)C(=O)Nc1ncc(Cl)cc1Cl (stereo not given)
→ 0.0	-4	10	-10	1	-5	-15	-8	-7
O=S(=O)(Nc1ncccn1)c1ccc(NC(=S)NCc2cccnc2)cc1
→ 2.6	-8	12	-11	1	1	6	-9	6
O=S(Cc1ccccc1)CC(O)(c1ccc(Cl)cc1)c1ccc(Cl)cc1 (stereo not given)
→ 0.6	-3	-1	-8	-1	8	-11	-2	5
CCN(CC)C(=S)SCc1csc(CC(=O)Nc2ccccc2C)n1
→ 4.4	-4	-7	-35	5	7	4	-6	1
CCn1cc(-c2csc(N)n2)c(C)n1
→ 0.4	-3	3	-5	1	0	8	2	-14
N=c1c2c(ncn1CCCO)Oc1c(ccc3ccccc13)C2c1ccccc1 (stereo not given)
→ 2.4	-1	0	-23	8	5	-14	-1	0
Cc1nn(C)c(C(=O)Nc2cccc(Nc3ccccc3)c2)c1[N+](=O)[O-]
→ 1.2	-1	-6	-7	10	26*	-4	-10	19
CCn1c2ccccc2c2cc(NC(=O)CSc3nnnn3-c3ccccc3)ccc21
→ -0.4	1	13	2	0	-14	-7	-11	0
Cc1cc(C(=O)OCC(=O)Nc2nnc(C(C)C)s2)c2ccccc2n1
→ 2.9	-4	-5	1	2	13	6	-5	0
CC(C)(C)OC(=O)N1CCN(C(=O)c2[nH]cnc2C(=O)Nc2ccc(Cl)cc2)CC1
→ 1.1	-4	15	-9	1	-11	-7	-1	-16
COc1ccc2nc(NC(=O)CCNC(=O)c3ccccc3Cl)sc2c1
→ 0.6	-7	12	-22	0	-8	-2	-4	-2
COc1ccccc1/C=C/CN1CCN(c2ccccc2)CC1
→ 1.2	-11	-9	-8	3	4	-6	0	-19
NCCOc1ccc(C2CCCCC2)cc1
→ 11	1	7	1	16	1	3	-4	-4
O=C(CC1C(=O)N(c2ccc(Cl)cc2)C(=S)N1CCc1ccncc1)Nc1ccc(F)cc1 (stereo not given)
→ 6.8	-3	7	1	15	-30	8	-4	-11
COc1cc(OC)c(C2=NOC(C(=O)Nc3ccc4c(c3)OCO4)C2)cc1Cl (stereo not given)
→ 18*	-3	-2	-12	3	5	8	-25	0
O=C(Oc1ccc(=O)n(-c2ccccc2)n1)c1cccc(Cl)c1
→ 0.7	-1	6	3	0	-9	-6	-8	-20
O=C(CSc1ccccn1)N1CCN(c2ncc(C(F)(F)F)cc2Cl)CC1
→ 2.8	-3	1	-20	2	-6	2	-10	-10
O=C(Cc1ccc(F)cc1)NCCS(=O)(=O)N1CCN(c2cccc(Cl)c2)CC1
→ 1.6	3	10	-8	12	-2	3	-12	2
Cc1cccc(NC(=O)Nc2ccc(Oc3c(F)c(F)c(F)c(F)c3F)cc2)c1
→ 5.4	-4	-3	-3	2	-3	4	-9	9
CC(=O)N1CCN(C(=O)COc2ccc(Br)cc2)CC1
→ -0.1	0	8	-9	1	-8	-8	-12	7
COc1cc(CC(=O)OCC(=O)Nc2ccc(N(C)C)cc2)cc(OC)c1OC
→ 1.3	-1	-3	-25	0	12	6	2	-10
CN(Cc1ccccc1)C(=O)CN1C(=O)c2ccc([N+](=O)[O-])cc2C1=O
→ 0.3	-4	6	-4	2	-4	6	-13	-15
O=C1NC(=S)SC1=Cc1cccs1
→ 1.0	6	-1	x	7	-7	-6	x	-4
CC1=CC(c2ccccc2)=Nc2ccc(C)cc2N1
→ 7.5	-10	6	-6	0	-3	-4	-7	-2
COc1cc(/C=C2\C(=O)ON=C2c2ccccc2)cc(Br)c1O
→ 0.0	-2	7	-1	1	3	-1	-5	5
CCC(C)NCCCOc1c(C)cc(C)cc1Br (stereo not given)
→ 13	-10	-7	-9	2	6	9	-5	13
Cc1ccc(Nc2c(-c3ccco3)nc3nc(C)cc(C)n23)cc1
→ -0.1	-5	5	-21	1	-4	-5	-10	-14
CCOc1ccc(OCC)c(NS(=O)(=O)c2ccc3c(c2)n(C)c(=O)c(=O)n3C)c1
→ -0.3	-5	4	-17	0	-5	11	-1	10
CC(=O)Nc1ccc(C=Cc2ccc([N+](=O)[O-])cc2)cc1
→ 2.2	0	-2	x	4	1	-5	x	-4
NC(=O)NC(=O)C(c1ccccc1)N1CCN(S(=O)(=O)Cc2ccccc2)CC1 (stereo not given)
→ 0.8	-8	-12	-9	2	21	11	-4	-7
CC(C)(C)OC(=O)N1CCC(NC(=O)c2[nH]cnc2C(=O)Nc2ccon2)CC1
→ 1.6	-12	2	-17	9	-1	-11	-2	-14
Cc1ccc2c(c1)C(=O)CC(O)(C(F)(F)F)O2 (stereo not given)
→ 4.2	-2	20	-2	0	-5	-2	-8	-10
CC1=CCC2C(=O)N(c3cccc(C(=O)Nc4ccc(Cl)cc4)c3)C(=O)C2C1 (stereo not given)
→ 4.4	-2	-7	-12	17	17	6	-6	15
O=C(CCCN1C(=O)c2ccccc2C1=O)N1CCOCC1
→ 0.0	-5	12	-9	2	-11	10	-6	-2
Cc1cccc(C)c1OCC(O)CNS(=O)(=O)c1ccccc1C(=O)N1CCCCC1 (stereo not given)
→ 4.9	2	-6	3	11	3	5	-5	9
COc1ccc(NC(=S)N2CCCN(Cc3cccc(Cl)c3)C2)cc1
→ 1.5	6	4	-9	6	-14	-9	-5	-4
O=C(COC(=O)CCC(=O)c1ccc(F)cc1)NC1CCCCC1
→ -0.7	-2	8	-14	1	-14	-8	-1	2
O=S(=O)(c1ccccc1)[C@@]1(c2ccc(Br)cc2)C[C@@H]2ON=C(c3ccccc3)[C@@H]2C1
→ -0.1	-6	2	-22	0	-3	11	-21	-21
COc1ccccc1C1(CC(=O)Nc2nccs2)CCOC(C(C)C)C1 (stereo not given)
→ 1.6	-3	-2	-21	7	5	6	0	11
CC(=O)N(C)c1cc([N+](=O)[O-])ccc1OCc1ccccc1
→ 0.5	-1	10	x	2	-18	9	x	-7
COc1cc(C(=O)NC2CCN(Cc3nnnn3Cc3ccc(F)cc3)CC2)cc(OC)c1OC
→ -0.5	-16	4	-19	0	-1	0	-3	-1
O=C(NC(=S)NC1CCSC1=O)c1cccc([N+](=O)[O-])c1 (stereo not given)
→ 1.3	-3	4	7	1	-9	3	-7	-10
COc1ccc(C2SCC(=O)N2c2c(C)n(C)n(-c3ccccc3)c2=O)cc1OC (stereo not given)
→ 0.3	0	7	7	1	-11	-7	-7	-23
COc1ccc(S(=O)(=O)NCC2CCCN(Cc3cn(C)nc3C)C2)cc1 (stereo not given)
→ 0.9	-12	5	-10	1	-10	6	-3	-13
Cc1cccc(-n2ncc3c(NC(C)C)ncnc32)c1
→ 1.8	1	5	-5	4	-14	-6	-5	4
Cc1cc(NC(=O)Nc2cc(F)ccc2C)n(C)n1
→ 0.2	-6	0	-1	1	4	4	-6	-5
CC(C)c1ccc(OCc2ccc(C(=O)O)o2)cc1
→ 1.1	1	8	-1	2	-16	10	-2	-12
Cn1c(Cl)c(/C=N/OC(=O)c2cccc(Cl)c2)c2ccccc21
→ 2.0	1	3	-18	1	-27	15	-11	1
O=C(O)C1CCN(C(=O)COc2ccc3c4c(c(=O)oc3c2)CCC4)CC1
→ -0.4	-4	5	-8	1	-4	-8	0	-8
Cc1cccc(NC(=O)C2CCN(S(=O)(=O)c3ccc4c(c3)NC(=O)CO4)CC2)c1C
→ -0.1	-3	-2	-10	1	5	-1	-7	-12
CCOC(=O)c1c(NC(=O)CSc2nnnn2C)sc(C)c1C
→ 0.3	-7	7	-18	0	-1	-2	-2	-19
COc1ccc(C(=O)N2N=C(c3cccc(OC)c3)CC2(O)C(F)(F)F)cc1 (stereo not given)
→ 1.1	-9	-4	-33	1	1	-6	-17	-8

# In the list so far, 2 have a COOH group:
# Value order – CHO-K1 Ca ag	M1 ag	M1 PAM	CHO parental Ca	CHRM4 agonist	M1 antag	M4 antag	OXTR potentiate	CHO-K1 Ca antag
CC(C)c1ccc(OCc2ccc(C(=O)O)o2)cc1
→ 1.1	1	8	-1	2	-16	10	-2	-12
O=C(O)C1CCN(C(=O)COc2ccc3c4c(c(=O)oc3c2)CCC4)CC1
→ -0.4	-4	5	-8	1	-4	-8	0	-8

# Following part:
# Value order – CHO-K1 Ca ag	M1 ag	M1 PAM	CHO parental Ca	CHRM4 agonist	M1 antag	M4 antag	OXTR potentiate	CHO-K1 Ca antag
Cc1ccccc1SCC(=O)NNC(=O)c1ccncc1
→ 0.6	-2	3	6	0	-5	-8	-4	-14
C=CC[C@@H](CC(=O)N(CCO)Cc1ccccc1)C(=O)N[C@H](COC(=O)[C@@H](CC=C)CC(=O)OC(C)(C)C)Cc1c[nH]c2ccccc12
→ 0.2	-7	-8	-13	7	12	6	-8	-13
CC(Sc1nnc(NC(=O)c2cc3ccccc3oc2=O)s1)c1ccccc1 (stereo not given)
→ 0.4	-2	8	0	1	-11	-3	-2	-3
Cc1c(C(=O)OCC(=O)N2CCCC2)cccc1[N+](=O)[O-]
→ 0.1	-2	2	-19	0	-1	-15	-9	-3
Cc1ccc(-n2nnnc2SCC(=O)NC2CC2)cc1C
→ 1.7	-2	3	-5	2	-7	0	-3	3
CSc1ccc(CN2CCN(C(C)C)C(CCO)C2)cc1 (stereo not given)
→ 0.0	-9	-10	-13	1	17	0	-12	5
Cc1ccc(S(=O)(=O)NC(C)C(=O)NC2CCCCCC2)cc1 (stereo not given)
→ 1.4	0	2	-11	0	-14	-1	-1	0
COc1ccc2oc(=O)c(C(=O)NCc3ccc(F)cc3)cc2c1
→ 16*	3	8	-5	2	-7	10	-9	4
O=C1C(=O)N(c2ccccn2)C(c2cccc([N+](=O)[O-])c2)/C1=C(/O)c1ccc(Br)cc1 (stereo not given)
→ -0.3	-2	11	-10	-1	-8	-10	-21	-4
O=C(Nc1cccc([N+](=O)[O-])c1)ONC1=NCCCCC1
→ 4.6	3	7	0	6	-7	-4	3	-12

# Compounds as they come. About 2.9% of those tested had a hit in this group.
